# Bioassay records deposited in PubChem by Southern Research Specialized Biocontainment Screening Center.
# M. tuberculosis: growth inhibition of non-replicating M. tuberculosis (AID 488890); Mycobacterium tuberculosis non-replicating, growth inhibition; higher % means a stronger effect; inhibition, % at 25 µM, or IC50 in µM where a hit was titrated; 320,000 tested, 0.39% active; in the data active means a potency from the dose series; inconclusive means inhibition mostly from about 82% at the one dose, without a potency; inactive means the rest, 99 in 100 with inhibition below about 76%;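 further: plate controls were DMSO cells for no effect and high antibiotic wells for full effect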
# influenza NS1A: H1N1 influenza NS1A inhibitors, functional cell based assay (AID 504329); NS1A functional cell-based assay, percent inhibition; higher % means a stronger effect; one-dose inhibition, % at 12.5 µM; IC50 in µM for titrated hits; 340,000 tested, 0.3% active; in the data active means a potency from the dose series; inconclusive means inhibition above about 27% without an active follow-up result; further: strong numbers were not always called active
# inhibitors of VEEV: inhibitors of VEEV TC-83 cytopathic effect, confirmation, Vero cells (AID 588727) | Vero cells, VEEV TC-83 cytopathic effect inhibition; higher % means a stronger effect | one-dose inhibition, % at 20 µM; IC50 in µM for titrated hits | 350,000 tested, 0.13% active; in the data active means a potency from the dose series; inconclusive means inhibition mostly from about 14% at the one dose, without a potency; inactive means the rest, 99 in 100 with inhibition below about 12%; further: strong numbers were not always called active
# PhoP GFP inhibition: Inhibition of PhoP regulon, Salmonella typhi GFP reporter cells, confirmation, 4 h (AID 1850); one-dose inhibition, % at 50 µM; IC50 in µM for titrated hits; Salmonella Typhi PhoP-promoter GFP reporter, fluorescence, 4 h; higher % means a stronger effect; 310,000 tested, 0.33% active; in the data active means a potency from the dose series; inconclusive means inhibition mostly from about 25% at the one dose, without a potency; inactive means the rest, 99 in 100 with inhibition below about 19%;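 further: 0% = induced wells with vehicle and 100% = uninduced wells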
# M. tuberculosis HTS: M. tuberculosis growth inhibition, HTS (AID 449762) | M. tuberculosis H37Rv growth inhibition, 7H9 media; higher % means a stronger effect | inhibition, % at 25 µM; hits with a dose series show IC50 in µM | 330,000 tested, 0.59% active; in the data active means a potency from the dose series; inconclusive means inhibition above about 70% without an active follow-up result;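 further: bacterial growth assessed after seven days of incubation; strong numbers were not always called active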
# An asterisk follows results filed as active; i = inactive; ? = inconclusive; / = not tested or not shown.
# Letters: A = M. tuberculosis; B = influenza NS1A; C = inhibitors of VEEV; D = PhoP GFP inhibition; E = M. tuberculosis HTS
CN(c1ccccc1)S(=O)(=O)c1cccc(C(=O)Nc2ccc3c(c2)CCC3)c1
  A: 38.7%	B: -5.7%	C: i	D: -23.6%	E: -11.0%
COc1cc(OC)c(OC)cc1CNC(C)C(O)c1ccccc1 (configuration not stated)
  A: 38.9%	B: -1.8%	C: 2.3%	D: -10.5%	E: -0.9%
Cc1c(C)n(C)c2ccc(C(=O)NCCCN3CCN(C)CC3)cc12
  A: 27.8%	B: 9.2%	C: 3.2%	D: 4.8%	E: 3.5%
CCCC1=[N+](CC(=O)c2ccccc2)CCn2c(C)ccc21
  A: 62.2%	B: 6.3%	C: i	D: -1.3%	E: 3.8%
O=C(COC(=O)COc1ccccc1)Nc1ncc(Cl)cc1Cl
  A: 7.0%	B: 1.2%	C: 0.5%	D: /	E: -0.1%
CN(CC(=O)Nc1ccc(F)c(F)c1F)C(=O)Cc1ccc2c(c1)OCCO2
  A: 21.9%	B: -9.9%	C: 3.5%	D: -7.7%	E: 8.2%
Cc1ccc(-n2nnnc2C(Cl)c2nnnn2-c2ccc(C)cc2)cc1
  A: /	B: 6.5%	C: i	D: /	E: /
CC(=O)Nc1ccc(NC(=O)Cc2sc(C)nc2-c2ccc(C)cc2)cc1
  A: 25.2%	B: -4.8%	C: i	D: -2.6%	E: -17.4%
CCCCc1nnc(NC(=O)CCc2ccccc2)s1
  A: 24.6%	B: 0.4%	C: i	D: -1.3%	E: 1.6%
Cc1sc2ccccc2c1CNC[C@H]1O[C@@H](n2cnc3c(N)ncnc32)[C@H](O)[C@@H]1O
  A: -2.3%	B: -11.3%	C: 0.4%	D: /	E: -6.2%
CC(=O)/C=C1/C(=O)Nc2ccccc21
  A: 62.9%	B: -5.0%	C: >25µM*	D: 5.2%	E: 68.5%
CC(=O)OC1CCC2C3CCC4OC(=O)CCC4C3CCC12C (configuration not stated)
  A: /	B: -3.8%	C: 3.3%	D: /	E: /
Cc1cccc(-c2nnc(-c3ccc4ccccc4c3)o2)c1
  A: /	B: -3.2%	C: 1.2%	D: /	E: /
Cc1cc(C(=O)N2CCN(c3ncccn3)CC2)sc1-c1ccccc1
  A: 1.9%	B: 5.5%	C: 4.0%	D: -0.2%	E: -3.4%
O=C(CSc1ccc(-c2cccc([N+](=O)[O-])c2)nn1)NCc1ccccc1
  A: 30.5%	B: -3.5%	C: i	D: 11.9%	E: -1.6%
CCOC(=O)NC(=O)/C(N=Nc1cccc(C(F)(F)F)c1)=C(\C)O
  A: 22.5%	B: /	C: 1.1%	D: -1.1%	E: 1.0%
Nc1ccc(N=Nc2ccccc2)c(N)n1
  A: 22.7%	B: 18.0%	C: 6.5%	D: 15.7%	E: >100µM*
O=C(Cn1c(NCCO)nc2ccccc21)c1ccc(F)cc1
  A: -4.6%	B: -33.1%	C: i	D: 0.8%	E: 2.3%
CN(Cc1ccco1)C(=O)Cn1c(=O)oc2cc(S(=O)(=O)NCc3ccccc3)ccc21
  A: /	B: 4.7%	C: 0.8%	D: -6.2%	E: -8.4%
C[C@@H]1CN(C(=O)c2cc(COc3cccc(C(F)(F)F)c3)on2)C[C@H](C)O1
  A: 8.6%	B: 12.4%	C: 1.3%	D: 10.2%	E: 9.9%
Cn1c(=O)c2[nH]c(N3CCN(c4cccc(O)c4)CC3)nc2n(C)c1=O
  A: 10.5%	B: -4.3%	C: 0.4%	D: 7.6%	E: 5.8%
O=C(COC(=O)c1ccccc1OC(F)F)Nc1ccc2[nH]c(=O)[nH]c2c1
  A: 10.6%	B: 0.0%	C: i	D: 14.3%	E: 3.3%
O=C(O)C1CCCN1S(=O)(=O)c1ccc(F)cc1 (configuration not stated)
  A: -17.9%	B: -17.5%	C: 0.1%	D: 1.7%	E: 1.1%
COC(=O)C1=C(c2ccccc2)C[C@@H]2CC[C@H]1N2C(=O)N1CCCCC1
  A: -0.6%	B: -5.8%	C: i	D: -10.1%	E: 6.9%
COc1ccc(NC(=O)CC2(CC(=O)O)CCCC2)cc1
  A: 1.7%	B: -5.6%	C: 1.5%	D: 2.9%	E: 7.0%

# The list goes on; the last 4 above are carried over.
# Letters: A = M. tuberculosis; B = influenza NS1A; C = inhibitors of VEEV; D = PhoP GFP inhibition; E = M. tuberculosis HTS
O=C(COC(=O)c1ccccc1OC(F)F)Nc1ccc2[nH]c(=O)[nH]c2c1
  A: 10.6%	B: 0.0%	C: i	D: 14.3%	E: 3.3%
O=C(O)C1CCCN1S(=O)(=O)c1ccc(F)cc1 (configuration not stated)
  A: -17.9%	B: -17.5%	C: 0.1%	D: 1.7%	E: 1.1%
COC(=O)C1=C(c2ccccc2)C[C@@H]2CC[C@H]1N2C(=O)N1CCCCC1
  A: -0.6%	B: -5.8%	C: i	D: -10.1%	E: 6.9%
COc1ccc(NC(=O)CC2(CC(=O)O)CCCC2)cc1
  A: 1.7%	B: -5.6%	C: 1.5%	D: 2.9%	E: 7.0%
COc1cc(NS(=O)(=O)c2ccc(N)cc2)ncn1
  A: 72.0%	B: /	C: /	D: 14.6%	E: ?
Cc1cc(NC(=O)C(=O)c2c(C)[nH]c3ccccc23)no1
  A: 0.5%	B: -4.5%	C: 1.6%	D: -5.1%	E: -1.4%
CN(CC(=O)Nc1cccc(F)c1)C(=O)c1ccc(C2SCCS2)cc1
  A: /	B: 8.2%	C: 1.7%	D: -3.0%	E: 9.6%
c1ccc2c(c1)Sc1ccccc1N2CC1CN2CCC1CC2 (configuration not stated)
  A: 50.7%	B: 2.9%	C: 3.0%	D: 3.6%	E: 46.2%
CC(C)CN1CCC(C(=O)N2CCN(c3ccccc3F)CC2)CC1
  A: -8.5%	B: 0.5%	C: 0.3%	D: -5.5%	E: 2.2%
CCOC(=O)N1CCN(Cc2nc(N)nc(Nc3ccccc3C)n2)CC1
  A: 13.8%	B: -43.9%	C: i	D: -0.5%	E: -4.5%
COc1ccccc1CNC(=O)CCSCc1cccc(Cl)c1
  A: -7.2%	B: -5.0%	C: 0.9%	D: 1.1%	E: -9.0%
COC(=O)C(Cc1ccccc1)NC(=O)CSc1nc(C)cc(=O)[nH]1 (configuration not stated)
  A: /	B: 27.4%	C: 1.0%	D: /	E: 1.2%
C=C1C(C(=O)Nc2ccc(F)cc2)C1C(=O)Nc1ccc(F)cc1 (configuration not stated)
  A: 17.2%	B: 2.3%	C: i	D: 9.4%	E: 5.8%
O=C1CC(c2ccco2)CC2=C1C(c1ccccc1)n1nc(C(F)(F)F)nc1N2 (configuration not stated)
  A: 10.3%	B: 2.9%	C: 0.4%	D: 6.7%	E: -1.9%
CCOC(=O)Cc1csc(N)n1
  A: 11.9%	B: -1.0%	C: 3.5%	D: -2.4%	E: 2.8%
O=C(CSc1nccc2ccccc12)N1CCN(Cc2ccc3c(c2)OCO3)CC1
  A: 39.6%	B: 6.4%	C: 0.9%	D: 0.2%	E: 13.3%
CSCCC(NC(=O)COc1ccccc1)C(=O)N(C)CC(=O)Nc1c(C)cccc1C (configuration not stated)
  A: 4.1%	B: -11.3%	C: 3.7%	D: -4.0%	E: -3.1%
COc1ccc(C(=O)NNC(=S)NC(=O)c2cccs2)cc1
  A: ?	B: -9.8%	C: 5.4%	D: 18.7%	E: ?
O=C(CC12CC3CC(CC(Br)(C3)C1)C2)OCCN1CCCCC1
  A: -3.4%	B: 1.4%	C: 0.5%	D: -3.6%	E: 2.4%
CC(C)Nc1nc(NC(C)C)nc(OCCOC(=O)c2ccccc2)n1
  A: 12.5%	B: -1.8%	C: 3.3%	D: 1.0%	E: 2.8%
CCCn1c(N)c(C(=O)CSc2nc3ncc(Cl)cc3[nH]2)c(=O)[nH]c1=O
  A: -4.1%	B: 6.5%	C: 1.9%	D: /	E: -0.3%
CC1(C(=O)O)CC12c1ccccc1-c1ccccc12 (configuration not stated)
  A: /	B: -22.9%	C: 3.2%	D: /	E: /
COc1ccccc1C(=O)Nc1ccnn1C1CCN(C(=O)C(C)(C)C)CC1
  A: 2.1%	B: 6.0%	C: i	D: 2.4%	E: 0.0%
CN1CCc2c(sc(/N=C/c3cccs3)c2C(N)=O)C1
  A: 28.0%	B: 8.8%	C: 0.2%	D: 5.0%	E: ?
CCC1CCC(C(=O)NC(C(=O)NCCN2CCOCC2)C(C)C)CC1 (configuration not stated)
  A: -0.6%	B: -0.5%	C: i	D: -0.5%	E: -6.3%
COc1ccc(/C=C/C(=O)NC(=S)NNC(=O)c2c(-c3ccccc3)noc2C)cc1
  A: 51.6%	B: -5.4%	C: 4.9%	D: -6.0%	E: -1.4%
Nc1ncc(Br)cc1N=Cc1ccccc1
  A: -10.5%	B: 27.1%	C: i	D: -9.5%	E: -9.0%
O=C(NC1CCCc2ccccc21)c1cc(F)cc(F)c1 (configuration not stated)
  A: 62.9%	B: 5.2%	C: 0.2%	D: 2.0%	E: 13.7%
COc1ccc(CNC(=O)Cn2nc(C)n3cccc3c2=O)cc1
  A: -6.2%	B: 0.4%	C: 1.5%	D: 3.6%	E: -3.3%

# Letters: A = M. tuberculosis; B = influenza NS1A; C = inhibitors of VEEV; D = PhoP GFP inhibition; E = M. tuberculosis HTS
CC1(C)Cc2cccc(Oc3cc(NN4CCCCC4)c([N+](=O)[O-])cc3[N+](=O)[O-])c2O1
  A: 22.5%	B: 14.2%	C: 0.6%	D: -4.7%	E: 6.2%
CC/C(O)=C1\C(=O)CC(C)(C)CC1=Nc1ccccc1C
  A: 25.2%	B: -4.2%	C: 2.1%	D: -4.8%	E: -5.3%
COc1ccc(F)cc1C1=CC(=O)C[C@H](c2ccc3c(c2)OCO3)C1
  A: 17.2%	B: 0.4%	C: 3.8%	D: /	E: 2.8%
CC(C)CC(NC(=O)c1ccc(Cl)cc1)C(=O)OCC(=O)c1ccc2c(c1)NC(=O)CO2 (configuration not stated)
  A: 3.5%	B: 0.9%	C: 10.5%	D: 2.1%	E: -9.3%
CC(Sc1nc2scc(-c3ccccc3)c2c(=O)[nH]1)C(=O)NC(N)=O (configuration not stated)
  A: 1.6%	B: 12.4%	C: 3.0%	D: -18.1%	E: -2.0%
Cc1cc(C)nc(NC(=O)Cc2ccc([N+](=O)[O-])cc2)c1
  A: -13.8%	B: 1.8%	C: 11.2%	D: -6.5%	E: 4.4%
Cc1nc(Oc2ccccc2)c2ccsc2n1
  A: 2.4%	B: -3.6%	C: 0.3%	D: -5.9%	E: 2.1%
CCCCCCNC(=O)c1ncn[nH]1
  A: 1.4%	B: 7.9%	C: 0.2%	D: -3.3%	E: -3.1%
O=C(NCC1CCCN1S(=O)(=O)c1ccccc1)c1cccc(Cl)c1 (configuration not stated)
  A: 31.6%	B: -6.4%	C: 1.4%	D: -2.8%	E: 4.2%
CCOc1ccccc1NS(=O)(=O)c1ccc(-n2cccn2)cc1
  A: 12.6%	B: 11.1%	C: 2.1%	D: 14.0%	E: -2.8%
CC1=C(C(=O)OC(C)C)C(c2ccsc2)NC(=O)N1C (configuration not stated)
  A: 1.2%	B: 23.6%	C: 2.0%	D: -5.3%	E: -10.2%
COc1cc(NC(=O)C2CCCN(S(=O)(=O)c3ccc4c(c3)oc(=O)n4C)C2)cc(OC)c1 (configuration not stated)
  A: -5.2%	B: 0.4%	C: 1.0%	D: -11.4%	E: -6.5%
COc1ccc(CCNC(=O)Oc2ccccc2)cc1OC
  A: -3.1%	B: 15.6%	C: i	D: -4.2%	E: 0.1%
O=C(Cc1ccc(Cl)c(Cl)c1)NC1CCCCCC1
  A: 31.2%	B: 7.1%	C: 1.0%	D: 10.2%	E: 9.3%
COc1ccc(CCNS(=O)(=O)c2ccc(OC)c(OC)c2)cc1OC
  A: 2.4%	B: 0.9%	C: i	D: 8.8%	E: 0.3%
COc1ccc(NC(=O)Nc2c(C)n(C)n(-c3ccccc3)c2=O)cc1OC
  A: -14.1%	B: -10.9%	C: 2.8%	D: -5.7%	E: 3.8%
CN(Cc1nccn1C)C(=O)CC1C(=O)NCCN1Cc1ccc(F)cc1Cl (configuration not stated)
  A: 12.7%	B: 11.5%	C: i	D: -4.8%	E: -19.6%
COc1ccc(C(=O)c2cnc3cc4c(cc3c2C)OCO4)cc1
  A: 40.9%	B: 4.5%	C: i	D: -4.5%	E: 13.6%
COC(=O)[C@]1(C)N[C@H](CN(C)S(=O)(=O)c2ccc(C(F)(F)F)cc2)[C@@H]2C(=O)N(C)C(=O)[C@@H]21
  A: -1.6%	B: 16.8%	C: 0.6%	D: /	E: 7.8%
CCOc1ccc(NC(=S)N(CCc2ccncc2)C(C)C)cc1
  A: -9.5%	B: 0.4%	C: 8.0%	D: 16.4%	E: 1.9%
